# Screens deposited in PubChem by The Scripps Research Institute Molecular Screening Center.
# TCR CD3 inh: inhibitors of human TCR-CD3 interaction, primary screen, biochemical, fluorescence, TAMRA-labeled TCR probe | 360,000 tested, 0.37% active | T-cell receptor (TCR) | inhibition, % at 9.4 µM; in the data active = inhibition above about 19%;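 also: recombinant mutant TCR 2C K166C tagged with TAMRA read by polarization; 0% = receptor in buffer alone and 100% = receptor with positive control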
# PG9 Ab binder: binders of HIV-1 gp120 antibody PG9, primary screen, biochemical, TR-FRET; HIV-1 gp120 / PG9 antibody interaction; TR-FRET gp120-PG9 antibody binding; inhibition, % at 6.7 µM; 360,000 tested, 0.43% active; AID 624416, 2012; in the data active = inhibition above about 8.5%
# SIAE inh: human SIAE inhibitors, primary screen, biochemical, fluorescence polarization, FP-Rh probe, 1536-well HTS; 370,000 tested, 0.69% active; inhibition, % at 9.66 µM; SIAE FP-Rh probe binding;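 active = inhibition above a cutoff: mean of compounds within the control limits plus 3 SD of those, cut at about 17% in these data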;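 also: 0% = plate median of compound wells and 100% = probe without SIAE protein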
# UHRF1 MBD2 ctr: UHRF1 methylated DNA binding inhibitors, primary screen, counter-screen for MBD2 inhibitor project, biochemical, TR-FRET, human UHRF1, single concentration | E3 ubiquitin-protein ligase UHRF1 (Homo sapiens), Q96T88 | UHRF1 binding to methylated oligo | inhibition, % at 4.4 µM | 370,000 tested, 0.75% active; in the data active = inhibition above about 21%;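 also: UHRF1 SRA domain binding a hemimethylated CpG hairpin DNA probe; 0% = median of test compound wells and 100% = reference inhibitor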
# Target sequence (Q96T88 whole entry, looked up, the tested form may be a part): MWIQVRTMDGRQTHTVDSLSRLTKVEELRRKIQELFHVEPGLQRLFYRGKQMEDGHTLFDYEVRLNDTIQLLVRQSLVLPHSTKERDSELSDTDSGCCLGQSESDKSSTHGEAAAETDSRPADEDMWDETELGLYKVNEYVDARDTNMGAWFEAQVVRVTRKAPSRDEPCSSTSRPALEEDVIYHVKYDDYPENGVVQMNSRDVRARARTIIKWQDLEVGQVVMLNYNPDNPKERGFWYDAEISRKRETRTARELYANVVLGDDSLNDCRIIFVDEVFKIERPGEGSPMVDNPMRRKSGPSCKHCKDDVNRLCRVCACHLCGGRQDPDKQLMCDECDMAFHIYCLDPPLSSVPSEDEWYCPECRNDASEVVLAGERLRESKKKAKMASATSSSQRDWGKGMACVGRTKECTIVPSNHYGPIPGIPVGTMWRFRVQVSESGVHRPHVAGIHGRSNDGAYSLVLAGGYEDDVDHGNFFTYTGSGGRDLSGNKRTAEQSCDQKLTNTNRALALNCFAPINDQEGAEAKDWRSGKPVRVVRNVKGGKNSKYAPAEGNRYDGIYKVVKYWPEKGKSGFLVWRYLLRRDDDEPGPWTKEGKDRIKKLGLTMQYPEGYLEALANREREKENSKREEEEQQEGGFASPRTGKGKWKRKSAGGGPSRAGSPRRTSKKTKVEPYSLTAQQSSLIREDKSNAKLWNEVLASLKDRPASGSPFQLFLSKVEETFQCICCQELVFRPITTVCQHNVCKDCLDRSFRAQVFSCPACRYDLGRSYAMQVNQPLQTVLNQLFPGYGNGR
# mABHD4 FP: ABHD4 inhibitors, primary screen, biochemical, fluorescence polarization, mouse; purified mABHD4, FP-Rh probe fluorescence polarization; 370,000 tested, 0.54% active; inhibition, % at 8.92 µM; (Lyso)-N-acylphosphatidylethanolamine lipase (Mus musculus), Q8VD66;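 active = inhibition exceeding the mean over every tested compound plus 3 SD, cut at about 30% in these data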;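 also: 0% = plate median of compound wells and 100% = S159A mutant with DMSO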
#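 Assay system: Wild-type mouse ABHD4 protein | Medium: HEPES pH 7.0 buffer, 150 mM NaCl, 0.01% Pluronic F-127 | Incubation: Enzyme–compound pre-incubation 45 min, then probe 60 min, both 25 °C | Technique: Fluorescence polarization with parallel and perpendicular emission, 525/598 nm | Evaluation: % inhibition of FP-Rh probe binding versus controls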
# DDE Tn7 FP inh: inhibitors of Tn7 peptide binding to fibrin DD(E), primary screen, biochemical, fluorescence polarization, human fibrin, Tn7 probe; Fibrinogen beta chain (Homo sapiens), P02675; FP displacement of FITC-Tn7 peptide from fibrin DD(E); 0% = median of compound wells per plate; inhibition, % at 8.3 µM; 370,000 tested, 0.13% active;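 active = inhibition above the mean of compounds falling within the control limits plus 3 SD of them, cut at about 14% in these data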;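 also: 0% = plate median of compound wells and 100% = 10 µM Aha-Tn7 peptide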
#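 Assay system: human fibrin DD(E) protein / Input: 2 µM fibrin DD(E) / Benchmarks: high control of 10 µM Aha-Tn7 peptide / Measured by: fluorescence polarization of the labelled Tn7 tracer / Medium: Tris buffer with calcium and detergent, pH 7.8 / Timing: 10 min compound pre-incubation, 3 h probe incubation at room temperature / Repeats: one replicate per compound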
# HTRA1 inhibitor: HTRA1 serine protease inhibitors, primary screen, biochemical, fluorescence polarization, HTS. 340,000 tested, 0.5% active. recombinant HTRA1, FP-rhodamine activity-based probe. AID 504803, 2011. inhibition, % at 5.96 µM; in the data active = inhibition above about 36%;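 also: 0% = enzyme with DMSO and 100% = wells lacking enzyme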
# PRMT1 FP inh: PRMT1 methyltransferase inhibitors, primary screen, biochemical, fluorescence polarization | Protein arginine N-methyltransferase 1 (Homo sapiens), Q99873 | recombinant PRMT1, activity-based probe fluorescence polarization | inhibition, % at 2.79 µM | 370,000 tested, 1.3% active | AID 652257, 2013;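 active = inhibition above about 21% made by adding two undisclosed values, limit read from the data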
# TDP2 inh: human TDP2 enzyme inhibitors, primary screen, biochemical, epi absorbance, recombinant enzyme; AID 720702, 2013; inhibition, % at 12.8 µM; T5PNP hydrolysis, p-nitrophenol absorbance 415 nm; Tyrosyl-DNA phosphodiesterase 2 (Homo sapiens), O95551; 370,000 tested, 0.34% active;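 active = inhibition above the mean of all tested compounds plus 3 SD, set per campaign, cut at about 25% in these data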;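 also: 0% = DMSO with enzyme and 100% = buffer with substrate but no TDP2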
#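 Read-out basis: percent inhibition. System: recombinant human TDP2. Buffer or medium: Mg2+-containing Tris-HCl buffer, pH 7.5. Repeats: single replicate. Timing: reaction 2 h, 37 °C. Benchmarks: high control without enzyme, low control DMSO plus TDP2. Probe or stimulus: 5 mM T5PNP. Doses: 12.8 µM only. Measured by: epi absorbance of p-nitrophenol freed from T5PNP by hydrolysis.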
# LEDGF integ inh: blockers of LEDGF/p75-dependent integrase strand transfer – biochemical, TR-FRET, high throughput, primary screen; TR-FRET IN-LEDGF/p75 DNA integration, Eu/Cy5; inhibition, % at 3.7 µM; 370,000 tested, 0.64% active; AID 743269, 2014;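 active = inhibition above the screen-wide mean plus 3 SD, cut at about 13% in these data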;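 also: signal is the Cy5 over europium emission ratio at 671 and 618 nm; 0% = plate median of compound wells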
# Numbers without * were called inactive; x = no result given.
SMILES	TCR CD3 inh	PG9 Ab binder	SIAE inh	UHRF1 MBD2 ctr	mABHD4 FP	DDE Tn7 FP inh	HTRA1 inhibitor	PRMT1 FP inh	TDP2 inh	LEDGF integ inh
COc1ccc(-c2cc(-c3ccc(Cl)cc3)c(C#N)c(SCC(=O)O)n2)cc1	3	2.2	-11	0	-7	-14	-71	2	-10	6
O=C(Nc1ccccn1)C1CCN(S(=O)(=O)c2ccc3c(c2)OCCO3)CC1	2	1.8	0	-1	-7	0	5	3	-10	-6
COc1ccccc1NC(=O)N(Cc1ccco1)Cc1cc2c(C)ccc(C)c2[nH]c1=O	-4	-2.0	5	-3	4	1	5	1	1	-1
Cc1ccc(NC(=O)CCC(=O)NNC(=O)c2ccccc2Cl)c(C)c1	6	-0.6	-5	-4	2	0	-4	-2	2	0
Cc1cc(NC(=O)c2cccc(S(=O)(=O)N3CCCCCC3)c2)n(-c2ccccn2)n1	7	-1.5	-3	-2	3	-10	5	-3	5	1
Cc1ccc(C(=O)Cn2cnc3ccccc3c2=O)cc1	7	-1.9	6	-1	4	3	2	0	-3	0
O=C(NNc1nc2cc3c(cc2s1)OCCO3)c1ccccc1	-3	-2.0	7	-1	9	1	7	13	5	0
O=C(NC1CCSc2ccccc21)c1cccc(OC(F)F)c1 (centres undefined)	2	0.7	-1	0	-7	-10	-19	0	-4	6
CC(C)C[C@@H](CN(N=O)[C@@H](Cc1ccccc1)CN(C)N=O)N(CCc1ccccc1)N=O	-7	0.7	-3	0	-18	7	-13	3	3	1
CCn1c(-c2ccc(OC)c(OC)c2)n[nH]c1=S	0	-1.8	4	0	-3	0	5	-4	8	-4
COc1ccc(NC(=O)c2cccc(N3C(=O)c4cccc([N+](=O)[O-])c4C3=O)c2)cc1	9	0.1	2	1	1	8	0	0	5	-1
C=CCN1C(=O)[C@@H](CC(=O)NCc2cccc(C(F)(F)F)c2)[C@]2(C(=O)OCC)CCCCC/C=C/12	x	x	-2	1	-3	-5	x	3	4	-2
Cc1cc(C)cc(NC(=O)Nc2ccc(-n3ccc(C(F)(F)F)n3)cc2)c1	-4	1.3	-6	-1	-3	6	-10	-1	3	-1
O=C(Nc1cc(N2CCOCC2)ncn1)Nc1cccc2ccccc12	5	-0.7	3	1	-3	-7	4	-2	-3	-3
CC(C)NC(=O)c1ccc(-c2cccc(C(F)(F)F)c2)o1	7	-0.8	2	-1	-7	-1	0	0	3	-1
COc1cc(NC(=O)c2ccccc2)c(OC)cc1NC(C)=O	-4	-0.8	4	-1	9	6	1	-1	5	1
Cc1ccc(CNC(=O)CN2C(=O)COc3ccc(C)cc32)cc1	0	-0.1	-5	0	4	-10	0	3	-2	-1
CC(=O)O[C@H]1C[C@@H](n2cnc3c(Cl)ncnc32)[C@@H]2OC(C)(C)O[C@@H]21	-4	-1.1	0	-1	7	-2	x	0	10	1
Cn1cc(CN2CCN(Cc3ccc4c(c3)OCO4)CC2)c(-c2ccccc2F)n1	3	-3.2	4	11	-2	5	-1	-1	1	2
Cc1ccc(S(=O)(=O)N2CCN(C(=O)N(C)C)CC2)cc1	-4	0.3	-6	0	2	0	-3	1	8	-4
CCCc1cc(=O)oc2c3c(cc(OCC(=O)N[C@@H](C)C(=O)O)c12)OC(C)(C)CC3	1	2.0	-3	1	2	-1	7	2	4	-1
COc1ccc(Cc2nnc(Nc3ccccc3)s2)cc1Br	-6	0.1	1	1	-16	-3	-1	6	0	-1
CN1CCN(c2ccc(-c3cc(NC=O)c4ncc(-c5ccccc5)n4c3)cc2)CC1	7	-1.5	1	-7	5	2	x	-4	2	0
O=C(CNC(=O)c1ccc(Br)o1)NNC(=O)c1ccc(Br)cc1	1	-1.9	-7	0	6	5	5	0	-2	-1
COc1cc(/C=C2/NC(=O)N(CC(=O)Nc3ccc(C)cc3)C2=O)ccc1Oc1ccc([N+](=O)[O-])cn1	1	-0.5	-13	2	1	1	3	1	-8	2
CCN1C[C@@H]2[C@@H]3C(=O)N(Cc4ccccc4)C(=O)[C@@H]3[C@](Cc3ccccc3)(C1=O)N2C(=O)c1ccc(C(C)(C)C)cc1	-2	-0.7	-3	-2	3	-3	-5	0	5	-2
CCCCn1nc2cc(C(=O)NCC34CC5CC(CC(C5)C3)C4)ccc2c1OC	-5	-0.3	-2	-2	12	-1	-27	-1	4	0
COc1ccc(CNC(=O)CN(Cc2ccccc2OC)C(=O)c2csnn2)cc1	2	0.0	-1	0	4	1	5	1	13	3
O=C(Nc1cccc(S(=O)(=O)C(F)F)c1)c1ccc(S(=O)(=O)N2CCCCC2)cc1	6	0.2	-44	0	-40	3	-33	-3	4	2
CCCc1cc(N2CCN(C(=O)c3ccco3)CC2)n2c(nc3ccccc32)c1C#N	-8	2.6	1	3	7	-4	-10	5	-3	-1
Cc1cccc(N)c1SC1CCCCC1O (centres undefined)	6	-2.4	5	0	-5	-1	4	-3	-3	1
Cc1cc(Cl)ccc1OCCCC(=O)N/N=C/c1cccc([N+](=O)[O-])c1	4	-0.7	5	-3	0	2	5	-2	9	-3
COc1ccc(CCNC(=O)COC(=O)c2cc(S(=O)(=O)N3CCCC3)ccc2O)cc1	3	-1.1	-2	1	4	0	-4	-8	-7	5
CC(C)c1nc2oc3c(NCc4cccnc4)ncnc3c2c2c1CCC2	-3	3.1	-6	-1	-2	-2	3	-1	5	-1
CCc1nnc2n1N=C(c1cccc([N+](=O)[O-])c1)CS2	-4	0.9	-4	1	3	1	-2	5	-12	-9
CCOC(=O)Cc1csc(NC(=O)CSc2nnc(-c3ccc(C)cc3)o2)n1	4	-2.3	9	-6	-3	-2	1	-2	2	0
COc1cc(/C=C/C(=O)OCC(=O)NCc2ccco2)ccc1O	-6	1.4	8	0	10	7	4	2	4	-3
COc1ccc(/C=N/NC(=O)NC23CC4CC(CC(C4)C2)C3)c(OC)c1	8	2.1	8	-4	10	6	-30	-4	15	2
CC(Sc1ccc(Cl)cc1)C(=O)Nc1ccc(S(=O)(=O)N2CCOCC2)cc1 (centres undefined)	-3	0.2	-6	0	-14	2	-14	-4	-3	3
O=S(=O)(c1ccccc1)c1nc(-c2ccco2)oc1NCc1ccccc1	5	-1.3	4	-4	-9	-8	-20	-2	0	1
Cc1cc(N2CCN(C)CC2)nc2ccc(NC(=O)c3ccccc3F)cc12	-9	-0.4	-4	1	-4	3	8	7	2	1
COCCNC(=O)C(c1cccs1)N(C(=O)Cn1nnc2ccccc21)c1ccc(OC)cc1 (centres undefined)	3	0.9	8	3	6	-4	-4	-1	-2	0
CC(Sc1ccccc1)C(=O)NNC(=O)c1csc(N2CCOCC2)n1 (centres undefined)	-7	-0.7	3	2	7	2	1	2	4	-2
O=C(Nc1nnc([C@@H]2C[C@H](O)[C@@H](CO)O2)s1)Nc1ccccc1F	4	-2.2	-5	-3	-5	-8	x	-4	-9	5
O=C(Nc1ccc2c(c1)OCO2)O[C@@H]1C[C@H]2CCCC(=O)N3CC[C@@H](C1)[C@@H]23	-3	3.1	-3	3	-11	4	-4	1	-5	-1
COc1ccccc1N1CCN(CC(O)COc2ccc3c(C)cc(=O)oc3c2)CC1 (centres undefined)	0	-0.5	3	0	5	0	-11	0	4	1
C=CC[C@H](CC(=O)N(CCO)Cc1ccccc1)C(=O)NCCOC(=O)[C@H](CC=C)CC(=O)OC(C)(C)C	-3	-2.3	1	-1	-4	-6	-1	-7	2	1
Cc1cc(C)nc(SCc2ccc(Cl)cc2)n1	1	1.0	-2	0	1	3	-7	1	4	-4
Cc1ccnc(NC(=O)CSc2ccccn2)c1	2	-0.1	5	1	-12	2	-3	1	1	-4
O=C(NCCc1ccc(F)cc1)c1ccc2c(c1)ncn2C1CCCCC1	x	x	-4	0	-3	-1	x	-3	-5	-3
COCCn1c(SCc2ccccc2Cl)nc2c1c(=O)[nH]c(=O)n2C	1	0.6	1	-1	5	5	-7	-1	6	0
CCc1nc2c(OCCC3CCCCC3)cccn2c1N(C=O)Cc1ccc(OC)cc1	7	-0.2	0	-4	8	-4	x	-1	-3	1
C=CCNC(=O)c1ccc(N(Cc2ccc(Cl)cc2)S(C)(=O)=O)cc1	0	-2.6	14	-3	-2	-14	-5	-4	3	4
OCC1CCCN(c2nc(CN3CCCCC3)nc3scc(-c4ccccc4)c23)C1 (centres undefined)	-5	0.8	-5	2	4	-4	3	1	1	2
CC(=O)NC(c1cccc(F)c1)c1nc(-c2cc(F)cc(Cl)c2)cs1 (centres undefined)	2	0.8	-9	4	-32	4	x	8	-8	1
O=C(COC(=O)c1ccco1)NCC1CCCCC1	2	-1.2	-1	2	2	-3	-3	0	-16	0
COC(=O)[C@@]1(Cc2ccc(OC)cc2)[C@H]2c3cc(C(=O)N4CCCC4)n(CCN4CCOCC4)c3C[C@H]2CN1C(=O)c1ccccc1	9	-0.5	9	-2	0	2	x	1	6	0
COC(=O)c1ccc(C)c(NS(=O)(=O)c2ccc(OC)c(OC)c2)c1	-4	-0.9	-6	5	-2	-2	-2	3	-3	-3
Cc1ccc(CCNC(=O)CN(c2ccc(C)cc2)S(=O)(=O)c2c(C)noc2C)cc1	-7	-1.1	5	-1	4	-3	-2	2	-6	-1
